Large T inhibition: TAg ATPase/helicase activity blockers – biochemical (AID 1903) | SV40 large T antigen ATPase/helicase inhibition assay; higher % means a stronger effect | one-dose inhibition, % at 20 µM; IC50 in µM for titrated hits | 310,000 tested, 0.39% active; in the data active = a potency from the dose series; inconclusive = inhibition mostly from about 32% at the one dose, without a potency; inactive = the rest, 99 in 100 with inhibition below about 32%; also: strong numbers were not always called active
West Nile virus CPE: inhibition of WNV-induced cytopathic effect – cell-based, CPE readout (AID 1621). CPE inhibition, % at 10 µM; hits with a dose series show IC50 in µM. West Nile virus-infected cells, CPE inhibition; higher % means a stronger effect. 290,000 tested, 0.02% active; in the data active = a potency from the dose series; inconclusive = CPE inhibition mostly from about 3.7% at the one dose, without a potency; inactive = the rest, 99 in 100 with CPE inhibition below about 2.2%; also: strong numbers were not always called active
UTI89 phage lysis: protection from phage-mediated lysis, alamar blue read-out – E. coli UTI89, K1F phage, bacterial capsule biogenesis inhibitors (AID 488966); E. coli UTI89 K1F phage lysis, alamar blue, 2 h; higher % means a stronger effect; inhibition, % at 100 µM, or IC50 in µM where a hit was titrated; 340,000 tested, 0.02% active;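 active = phage lysis inhibition, versus mean bacterial control, above a set limit; inconclusive = no clear call, values can overlap the other calls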;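 also: capsule biogenesis inhibitors block K1F phage lysis so surviving cells raise fluorescence; higher fluorescence means more inhibition of phage lysis; actives were called in the ten point dose series up to 300 µM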
ER stress rescue: protection against thapsigargin-triggered cell killing – 384-well, CSM14.1, ATP luminescence, primary screen (AID 1222); CSM14.1 thapsigargin-induced death rescue, ATP luminescence; higher % means a stronger effect; cellular ATP content (survival), % at 20 µM; hits with a dose series show EC50 in µM; 190,000 tested, under 10 active;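 active = EC50 below 50 µM in the dose-response confirmation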;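 also: death triggered by thapsigargin at about 15 µM added after 2 h compound pretreatment; cell ATP read after overnight thapsigargin exposure of roughly 18 to 22 hours; normalized against plate controls of thapsigargin alone and 5% DMSO vehicle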
Yfh1-off respiration: mitochondrial function rescue without frataxin homolog – Friedreich's ataxia, plus single-dose screen, dose response (AID 1465) | fold induction at 50 µM, or EC50 in µM where a hit was titrated | S. cerevisiae Yfh1-off respiration, WST-1 reduction, 72 h; higher fold induction means a stronger effect | 220,000 tested, 0.074% active;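 active = fold induction of absorbance versus untreated yeast above a set limit, then at least 30% activation at any dose in follow-up; inconclusive = repeats straddling the limit, or above it without dose testing; inactive = fold induction below the set limit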;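 also: activators that raise dye reduction in frataxin-depleted yeast; strong numbers were not always called active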
WT yeast gro inh: growth inhibition of WT yeast, mitochondrial fusion screen; mitochondrial fusion phenotypic screen, WT strain; inhibition, % at 10 µM; 190,000 tested, 2.1% active; in the data active = inhibition above about 58%; tested in S. cerevisiae
RSV antiviral HEp-2: RSV antiviral activity via CPE protection, HEp-2 cells, primary 10 µM value included (AID 2391). HEp-2 cells, RSV-induced CPE inhibition; higher % means a stronger effect. CPE inhibition, % at 10 µM; hits with a dose series show IC50 in µM. 310,000 tested, 0.13% active; in the data active = a potency from the dose series; inconclusive = CPE inhibition mostly from about 23% at the one dose, without a potency; inactive = the rest, 99 in 100 with CPE inhibition below about 21%; also: strong numbers were not always called active
XIAP antagonists: small molecules displacing peptide from XIAP – biochemical, IAP family, fluorescence polarization (AID 1018). XIAP BIR domain, fluorescence polarization peptide displacement; higher % means a stronger effect. displacement, % at 20 µM; hits with a dose series show IC50 in µM. 200,000 tested, 0.007% active; in the data active = displacement above about 50%; also: a part of the inactive calls stands beside numbers as strong as those of hits
Dengue-2 NS5 capping: flavivirus cap methylation enzyme inhibition – biochemical, confirmation dose response, primary screen (AID 588689). Dengue-2 NS5 methyltransferase capping enzyme assay, biochemical; higher % means a stronger effect. inhibition, % at 25 µM, or IC50 in µM where a hit was titrated. 340,000 tested, 0.3% active; in the data active = a potency from the dose series; inconclusive = inhibition above about 29% without an active follow-up result
WT yeast gro inh mutant strain: second read-out of WT yeast gro inh, no call of its own (marks repeat the call); inhibition, %; mitochondrial fusion phenotypic screen, mutant strain inhibition
Dengue-2 NS5 capping pilot replicate: second read-out of Dengue-2 NS5 capping, no call of its own (marks repeat the call); inhibition, %; measured here: pilot screen replicate inhibition
Numbers without * were called inactive; i = inactive; ? = inconclusive; . = no result given; [ ] = remark or other dose. Rows were taken by chance. About 2.2% of those tested had a hit in this group.

SMILES | Large T inhibition | West Nile virus CPE | UTI89 phage lysis | ER stress rescue | Yfh1-off respiration | WT yeast gro inh | WT yeast gro inh mutant strain | RSV antiviral HEp-2 | XIAP antagonists | Dengue-2 NS5 capping | others
COCc1cc(C)nc(Nc2ccc(C)cc2C)c1C#N | . | -0.1% | 0.0% | . | i | -7 | -10 | 1.7% | -3.1% | -6%
Cc1ccc2oc(=O)c3cc(C(=O)NCCCN4CCc5ccccc5C4)sc3c2c1 | 11% | . | -1.5% | 1.9% | . | 24 | -7 | -1.8% | -2.5% | -8%
CC(C)N1CCN(c2ccncc2S(=O)(=O)N2CCOCC2)CC1 | 18% | 0.0% | 0.3% | -2.2% | i | 7 | 13 | 0.7% | 3.9% | -3%
CC1=CN2C(=NC(=O)CC2(C)C(=O)N(CC(=O)NC2CCCC2)Cc2ccc(Cl)cc2)C=C1 (stereo unspecified) | 22% | -0.4% | 0.1% | . | . | . | . | 2.3% | . | -7%
Cc1cc2nc(C)c(Cc3ccccc3)c(=O)n2[nH]1 | 12% | . | -0.2% | 0.7% | . | -16 | -5 | 3.6% | -0.5% | 12%
CCc1cccc(NC(=O)CCSCCC(=O)Nc2cccc(CC)c2)c1 | 8% | -0.1% | 0.0% | -0.3% | i | 4 | 1 | 3.7% | -7.6% | 2%
Nc1nc(-c2c(Cl)cccc2Cl)no1 | 4% | -0.1% | 0.3% | . | i | . | . | -1.1% | . | -2%
C=C(C)Cn1c(CN(C)Cc2ccccc2)nc2c1c(=O)n(C)c(=O)n2C | 0% | -1.6% | 0.0% | . | . | . | . | 6.2% | . | -1%
Cc1ccc2nc(C)cc(Nc3ccc4c(c3)OCCO4)c2c1 | 5% | -0.7% | 2.2% | -2.5% | . | 25 | 7 | ? | -4.9% | 0%
COc1ccc(C(=O)N2CCCC(c3nc(-c4ccc(OC)c(OC)c4)no3)C2)c(OC)c1 (stereo unspecified) | 3% | -0.2% | 8.2% | -1.0% | i | 23 | -15 | 2.4% | -5.7% | -1%

Compounds listed so far that have sulfur:
SMILES | Large T inhibition | West Nile virus CPE | UTI89 phage lysis | ER stress rescue | Yfh1-off respiration | WT yeast gro inh | WT yeast gro inh mutant strain | RSV antiviral HEp-2 | XIAP antagonists | Dengue-2 NS5 capping | others
Cc1ccc2oc(=O)c3cc(C(=O)NCCCN4CCc5ccccc5C4)sc3c2c1 | 11% | . | -1.5% | 1.9% | . | 24 | -7 | -1.8% | -2.5% | -8%
CC(C)N1CCN(c2ccncc2S(=O)(=O)N2CCOCC2)CC1 | 18% | 0.0% | 0.3% | -2.2% | i | 7 | 13 | 0.7% | 3.9% | -3%
CCc1cccc(NC(=O)CCSCCC(=O)Nc2cccc(CC)c2)c1 | 8% | -0.1% | 0.0% | -0.3% | i | 4 | 1 | 3.7% | -7.6% | 2%

More results.
SMILES | Large T inhibition | West Nile virus CPE | UTI89 phage lysis | ER stress rescue | Yfh1-off respiration | WT yeast gro inh | WT yeast gro inh mutant strain | RSV antiviral HEp-2 | XIAP antagonists | Dengue-2 NS5 capping | others
COc1cc(OC)cc(C(=O)NCC2CCCO2)c1 (stereo unspecified) | -1% | -0.5% | 8.2% | -2.0% | i | -4 | -10 | 0.2% | 4.4% | 1%
CCOC(=O)C1CCN(C(=O)c2ccc(CNS(=O)(=O)c3ccc(C)cc3)cc2)CC1 | -1% | -0.4% | -0.1% | -5.6% | i | 9 | 6 | -1.1% | 1.7% | -5%
O=C(Nc1ccccc1)c1ccc2nsnc2c1 | 4% | -0.2% | 0.9% | -0.9% | i | 11 | -11 | -2.2% | -1.3% | -4% | Dengue-2 NS5 capping pilot replicate=-5.8
CCCN1C2CCCC1CC(NC(=O)Nc1ccc(C(C)C)cc1)C2 (stereo unspecified) | 18% | -0.5% | 1.2% | -1.7% | i | 14 | 4 | -1.3% | -3.3% | -8%
CCOC(=O)c1c(NC(=O)CCCC(=O)O)sc2c1CCC2 | 25% | 0.9% | -1.2% | 1.0% | i | -25 | -6 | 0.1% | -2.4% | 1%
Cc1c(Cl)cccc1-n1c(-c2cccnc2)n[nH]c1=S | 13% | 0.5% | 0.0% | -1.5% | i | 3 | 13 | 2.9% | -3.9% | -6%
O=C(CSc1ccc(-c2ccccn2)nn1)NCc1ccccc1 | 6% | 0.0% | 0.5% | -0.3% | i | -2 | 0 | 2.1% | -7.3% | 0%
O=C(CSC(=S)N1CCCCC1)c1c(F)cccc1F | -3% | 0.0% | 0.5% | . | i | . | . | 0.4% | . | 5%
COc1ccc(CCN(C)CC(=O)Nc2ccc(F)c(Cl)c2)cc1OC | -4% | -0.7% | 0.1% | . | . | . | . | 1.2% | . | 1%
Cc1ccc(S(=O)(=O)N/N=C\c2ccc([N+](=O)[O-])o2)cc1C | 9% | -1.1% | -1.9%[50 µM] | . | . | . | . | 1.1% | . | 0%
CCO/C=C1/C(=O)N(C(C)=O)c2ccccc21 | 10% | 0.0% | 0.2% | -0.7% | i | -14 | 1 | 1.7% | 0.8% | 2% | Dengue-2 NS5 capping pilot replicate=-2.9
Nc1ccc2oc(-c3cccs3)nc2c1 | 5% | -0.2% | 0.1% | -1.6% | i | 6 | -2 | 2.5% | -3.4% | 1%
Clc1ccc(OCCN2CCN(c3ncnc4sccc34)CC2)cc1 | 4% | ? | 0.4% | . | i | 49 | 48 | -2.4% | -7.8% | -7% | Dengue-2 NS5 capping pilot replicate=-3.0
COc1ccc(CNc2nc3ccc(C)cc3s2)c(OC)c1OC | 8% | -2.0% | -0.2% | . | . | . | . | 2.3% | . | 3%
OC(CNCC1CCCCC1)COc1ccccc1 (stereo unspecified) | 6% | -0.7% | 0.2% | . | . | . | . | 0.5% | . | 1%
Cc1cc(Br)ccc1NC(=O)CN(C)C(=O)CSCc1ccccc1 | 8% | . | 0.3%[50 µM] | . | . | . | . | 2.1% | . | -4%
COc1ccc2c(c1)c1nc3n(c(=O)c1n2CC(=O)Nc1cc(C)[nH]n1)CCS3 | -4% | 0.0% | . | -0.8% | i | -11 | 0 | -0.6% | 0.0% | .
CCOc1ccc(S(=O)(=O)N2CCC(C(=O)NC3CCCC3)CC2)cc1 | 12% | 0.2% | -0.7%[50 µM] | . | . | . | . | 2.3% | . | -1%
COc1ccc(NC(=O)c2ccc(S(=O)(=O)NCc3cccnc3)cc2)cc1 | 19% | 0.4% | 0.5% | . | . | . | . | 20% | . | -12%
CCCCn1c(=O)[nH]c(=O)c2c(C(=O)OCC)cc(-c3cccs3)nc21 | 5% | 0.6% | 0.9% | -0.9% | i | 4 | 4 | 4.3% | -2.4% | -2%
CC1(C(=O)Nc2nnc(C(C)(C)C)s2)Cc2ccccc2C(=O)O1 (stereo unspecified) | 12% | 0.8% | 0.9% | 2.7% | i | -6 | 8 | -0.1% | -2.6% | 2%
Cc1cc(-c2n[nH]c(=S)n2Cc2ccccc2)cs1 | -24% | 1.0% | 6.5% | 0.9% | i | 19 | -6 | 2.8% | -7.5% | -7%
Cc1cccc(C)c1NC(=O)NN=C1CCCCC1 | 12% | 0.5% | -0.4% | . | i | . | . | 2.2% | . | -6%
O=C(CSc1nnc(-c2cc(-c3cccs3)nc3ccccc23)o1)NC1CCCCC1 | 6% | 0.2% | -0.5% | -1.4% | i | 6 | 7 | -1.0% | -3.4% | -11%
COc1ccc(OCC(=O)NC(=S)Nc2ccc(S(=O)(=O)Nc3cc(C)on3)cc2)cc1 | 28% | -0.2% | 2.0%[50 µM] | . | . | . | . | 1.8% | . | -11%
CCCCC(=O)Nc1ccc(NC(=S)NC(=O)CCCCl)cc1OC | 10% | -0.1% | 1.4% | -2.6% | i | 12 | 6 | 3.5% | -0.7% | -5%
Cc1[nH]n(-c2ccccc2)c(=O)c1-c1ccc(Cl)cc1 | -8% | -0.5% | 2.8% | -4.3% | i | 3 | -3 | 1.0% | -5.6% | -2%
COc1ccc(NC(=O)CSc2nnc(-c3cccnc3)s2)cc1 | 2% | -0.4% | -0.2% | . | . | . | . | 0.8% | . | -4%
COC(=O)c1cc(NC(=O)Cc2cc(OC)c(OC)c(OC)c2)cc(C(=O)OC)c1 | 3% | -1.0% | 0.0% | -1.6% | i | 5 | 1 | 1.1% | -6.1% | 6%
CC(C)(C)Nc1nc(SCC(=O)Nc2ccccc2)nc(N2CCOCC2)n1 | 2% | -0.9% | 1.8% | -0.2% | i | -7 | -9 | 1.8% | -8.1% | 1%
O=S(=O)(Nc1cccc2cccnc12)c1ccccc1 | 13% | 14% | -0.4% | . | . | . | . | -1.1% | . | 4%
O=C(CN1C(=O)c2ccccc2C1=O)Nc1cccc2cccnc12 | 3% | 0.2% | -0.1% | 3.4% | i | 8 | -6 | 1.0% | 0.0% | -3%
CC(=O)C1C(c2ccc(F)c(F)c2)NC(=O)NC1(O)C(F)(F)F (stereo unspecified) | -2% | 0.2% | 0.4% | -1.8% | i | 7 | -1 | -0.1% | -0.1% | -1%
CCc1nnc(NC(=O)c2cccs2)s1 | 4% | 0.2% | 0.2% | -1.2% | i | 13 | 7 | 0.7% | -5.6% | -1%
COc1ccc(-c2nnc(SCc3cc(C)cc(C)c3)o2)cc1 | 1% | . | -0.1% | -2.4% | . | 64* | 9.5* | 17% | -5.7% | 2%
Cn1ncc(Cl)c1C(=O)Nc1ccncc1 | -2% | 0.8% | 1.6% | -1.4% | i | 2 | -5 | 0.4% | 0.1% | -2%
CN(C)c1cccc(C(=O)OCC(=O)Nc2ccccc2-c2ccccc2)c1 | 4% | -1.0% | 2.1%[50 µM] | 3.8% | i | 6 | -2 | 4.6% | -1.2% | 0%
COc1cc(Cn2cnnn2)ccc1O | ? | 0.5% | 0.7% | -2.1% | i | 41 | 34 | 2.5% | -1.4% | 2%
CN(C(=O)CSc1nncn1-c1ccccc1)c1ccccc1 | 8% | -0.5% | 0.5% | . | . | . | . | -0.8% | . | 4%
CCN(CC(=O)Nc1sc2c(c1C#N)CCCC2)Cc1nc2ccccc2c(=O)[nH]1 | 7% | -0.9% | 0.0% | -0.8% | i | -2 | 6 | 10% | -8.6% | -4%
COc1ccc(NC(=O)CCCCCN2C(=O)c3cccc([N+](=O)[O-])c3C2=O)c(OC)c1 | 2% | -0.1% | 0.2% | . | . | . | . | 1.2% | . | -2%
O=C(Nc1ccc2oc(=O)ccc2c1)c1ccc2ccccc2c1 | -4% | 0.1% | -0.9% | . | . | . | . | 1.2% | . | 1%

Bioassay records from PubChem.
